ARFGAP1 inh: rat ARFGAP1 inhibition | Q62848 | Arfgap1-stimulated ARF1 GTP hydrolysis, GDP FP detection | inhibition, % at 16.5 µM | 360,000 tested, 0.26% active;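 active = inhibition above a per-plate limit, mean inhibition of low control wells plus 3 SD, cut at about 25% in these data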;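 also: 0% = DMSO wells with enzyme and 100% = wells lacking Arfgap1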
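Repeats: one replicate per compound; assay system: rat Arfgap1 catalytic domain, aa 1-136; times: enzyme reaction 120 min at 25 °C after 20 min preincubation; detection: FP of antibody-bound GDP Alexa 633 tracer, ex 620/em 688 nm; benchmarks: high control wells lacking Arfgap1, low control full reaction with DMSO; reagent: human ARF1(Δ1-17)-GTP substrate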
rCAG binder: binds r(CAG) RNA repeats | AID 651821 | 370,000 tested, 1.3% active | r(CAG) RNA repeat, TO-PRO-1 dye displacement fluorescence | inhibition, % at 3 µM;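 active = inhibition above the plate cutoff, the mean of all test compounds on that plate plus 3 SD, cut at about 35% in these data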;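 also: 0% = DMSO alone and 100% = 100 µM mitoxantrone as full dye displacement; higher means more dye released from RNA so lower well fluorescence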
KLK7 zymogen act: proKLK7 (human) activation, primary screen; purified proKLK7, EDANS-DABCYL substrate fluorescence; 100% is mature enzyme control, 0% vehicle; 370,000 tested, 0.9% active; activation, % at 7 µM;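 active = activation above the mean of all tested compounds plus 3 SD, computed per campaign excluding outliers beyond control limits, cut at about 13% in these data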
NPR1 activator: GC-A (human) enzyme activation. P16066. HEK293 GC-A cells, cGMP TR-FRET, EC30 ANP; 0% at EC30 ANP, 100% saturating ANP. activation, % at 10 µM. 370,000 tested, 0.14% active. AID 1671463; in the data active = activation above about 40%
Target sequence (P16066 whole entry, looked up): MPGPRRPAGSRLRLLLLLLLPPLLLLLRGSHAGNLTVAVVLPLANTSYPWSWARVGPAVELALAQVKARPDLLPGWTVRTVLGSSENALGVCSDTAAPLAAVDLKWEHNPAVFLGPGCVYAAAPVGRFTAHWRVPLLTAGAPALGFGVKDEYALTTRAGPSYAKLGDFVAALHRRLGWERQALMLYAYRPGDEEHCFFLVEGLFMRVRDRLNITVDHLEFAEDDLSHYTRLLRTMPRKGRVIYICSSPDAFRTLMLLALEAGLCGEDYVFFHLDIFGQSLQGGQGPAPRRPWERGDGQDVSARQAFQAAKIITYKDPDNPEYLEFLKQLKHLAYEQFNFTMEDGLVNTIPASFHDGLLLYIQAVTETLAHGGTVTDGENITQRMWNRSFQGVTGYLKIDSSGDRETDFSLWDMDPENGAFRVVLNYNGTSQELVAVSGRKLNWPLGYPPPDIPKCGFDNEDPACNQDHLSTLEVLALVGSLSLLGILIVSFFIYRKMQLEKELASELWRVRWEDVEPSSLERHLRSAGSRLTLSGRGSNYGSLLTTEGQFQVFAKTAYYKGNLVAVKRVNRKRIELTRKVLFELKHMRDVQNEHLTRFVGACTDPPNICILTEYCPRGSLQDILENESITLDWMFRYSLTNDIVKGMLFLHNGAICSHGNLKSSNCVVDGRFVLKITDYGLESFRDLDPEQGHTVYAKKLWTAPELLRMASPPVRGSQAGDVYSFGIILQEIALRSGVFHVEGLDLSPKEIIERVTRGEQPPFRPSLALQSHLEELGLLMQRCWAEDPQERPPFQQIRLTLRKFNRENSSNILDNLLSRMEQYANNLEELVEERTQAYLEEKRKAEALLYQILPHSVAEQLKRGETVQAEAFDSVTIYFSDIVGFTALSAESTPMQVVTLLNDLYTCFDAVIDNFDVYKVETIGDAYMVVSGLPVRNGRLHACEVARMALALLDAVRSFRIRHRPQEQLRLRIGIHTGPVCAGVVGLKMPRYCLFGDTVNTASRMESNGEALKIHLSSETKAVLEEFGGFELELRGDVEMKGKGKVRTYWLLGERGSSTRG
ADAM10 inh: ADAM10 inhibition, QFRET primary screen; O14672; recombinant ADAM10, EDANS/DABCYL FRET peptide cleavage, 3 h; inhibition, % at 7 µM; 370,000 tested, 0.62% active;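 active = inhibition above a per-campaign cutoff equal to the mean of compounds falling between control-based bounds plus 3 SD, cut at about 20% in these data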;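 also: 0% = DMSO wells while the 100% control is not disclosed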
sPLA2-III inh: Inhibits HGIII-sPLA2 liposome hydrolysis, primary screen | 370,000 tested, 0.56% active | inhibition, % at 12.2 µM | AID 743126 | Q9NZ20 | QFRET BODIPY PC-A2 liposome hydrolysis, fluorescence;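 active = inhibition above mean plus 3 SD of compounds lying within the high and low control bounds, cut at about 19% in these data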;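 also: 0% = median of test compound wells and 100% = no enzyme DMSO wells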
NPR2 activator: GC-B (human) receptor activation | activation, % at 10 µM | AID 1920062 | HEK293-GC-B cells, CNP EC30, cGMP TR-FRET; 0% at EC30 CNP, 100% saturating CNP | P20594 | 370,000 tested, 0.11% active;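 active = activation at 10 µM reaching about 35% in either raw or pattern-adjusted values, limit read from the data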
FXN GAA850 act: activators of GAA850 frataxin (FXN) promoter; HEK293 lucGAA850 FXN promoter luciferase reporter, 24 h; percent of 10 µM SAHA response; activation, % at 6 µM; 360,000 tested, 0.56% active;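 active = activation above the average of all compounds screened plus 3 SD, cutoff fixed separately per campaign, cut at about 7.5% in these data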;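 also: 0% = DMSO wells and 100% = 10 µM SAHA wells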
ASAP1 GAP inh: ASAP1 ArfGAP inhibition. Q9ULH1. ASAP1-stimulated ARF1 GTP hydrolysis, GDP FP detection. inhibition, % at 16.5 µM. 360,000 tested, 0.19% active. AID 624377; in the data active = inhibition above about 25%;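 also: 0% = vehicle with enzyme and substrate and 100% = no enzyme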
DDE Tn6 FP inh: inhibitors of Tn6 peptide binding to human fibrin DD(E); P02675; inhibition, % at 8.3 µM; 370,000 tested, 0.21% active; Fibrin DD(E) TRITC-Tn6 fluorescence polarization displacement;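 active = inhibition above a per-campaign cutoff: mean of compounds within control limits plus 3 SD, cut at about 15% in these data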;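 also: 0% = median of all compound wells on the plate and 100% = blocking peptide control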
Starred values were filed as active, the others as inactive; i = inactive; x = not tested or not shown.

SMILES	ARFGAP1 inh	rCAG binder	KLK7 zymogen act	NPR1 activator	ADAM10 inh	sPLA2-III inh	NPR2 activator	FXN GAA850 act	ASAP1 GAP inh	DDE Tn6 FP inh
CCOc1ccc(CCN2C(=S)N([C@@H](Cc3ccc(O)cc3)CN3CCCC3CN3C(=S)NC[C@@H]3Cc3ccc(O)cc3)C[C@@H]2CC(C)C)cc1 (stereo partly drawn)	13	12	-0.1	2	9	-25	5	-9.8	16	-8
Cc1cccc(C)c1NC(=O)CCCSc1nc2ccccc2s1	3	-4	0.3	-3	4	-11	2	1.3	-8	4
CCc1ccc2ncc(S(=O)(=O)c3ccc(C)c(C)c3)c(N3CCCC3)c2c1	-5	6	-0.1	-5	0	-6	-5	1.3	-6	3
Cc1ccccc1NC1C=CS(=O)(=O)C1 (stereo not drawn)	-2	2	0.0	0	-1	-3	2	-0.1	5	1
N#C/C(=C\c1cn(-c2ccccc2)nc1-c1cccnc1)c1nnc2n1CCCCC2	-2	-5	0.7	5	-10	-5	2	-0.1	-3	1
CCc1nnc(NC(=O)[C@@H](NC(=O)c2ccc(C(C)(C)C)cc2)C(C)C)s1	1	-5	-0.7	0	3	-26	-3	0.2	-2	-5
COc1cc(/C=C(\C#N)C(=O)Nc2ccccn2)ccc1O	5	2	0.2	-2	-3	-2	-2	1.0	0	6
CCn1c(C)c(C(C)=O)c(N2CCN(C(=O)c3ccco3)CC2)nc1=S	3	-3	-0.3	-5	0	-1	4	1.4	-8	3
O=c1ccnc2n1COCS2	-1	1	-0.3	1	5	12	0	-0.1	10	-2
Cc1cc(C(=O)OCC(=O)Nc2cc(S(=O)(=O)N3CCOCC3)ccc2Cl)c(C)o1	2	-4	0.1	-4	2	2	-7	1.1	-7	-6
C[C@H]1CN([C@@H](C)CO)C(=O)c2cccc(NS(=O)(=O)c3ccc(Cl)cc3)c2O[C@@H]1CN(C)CC1CCCCC1	3	-25	0.3	-10	2	-12	-15	-3.9	4	7
c1ccc(CC[C@@H]2CC[C@@H](CCc3ccccc3)N2)cc1	13	7	-0.5	-1	-2	1	-5	-0.3	15	6
COc1cccc(NC(=O)Cn2c(=O)oc3ccccc32)c1	-1	-2	-0.8	0	-7	-3	-4	-1.5	3	1
CC(C)(C)c1ccc(S(=O)(=O)N2CC(=O)Nc3ccccc32)cc1	9	0	1.3	-2	14	1	0	-0.2	12	-5
O=C(NCc1ccco1)/C(=C\c1cccs1)NC(=O)c1ccccc1	6	4	0.1	-2	-11	5	-1	0.1	6	-1
Cc1cc(C)cc(C(=O)NCC(=O)OCC(=O)Nc2ccc(C)cc2Br)c1	1	-5	-0.4	0	0	2	2	2.0	-2	2
C=CCN1C(=O)CSc2ccc(C(=O)OCC)cc21	-9	-2	0.0	4	-1	-3	-2	2.7	-2	-10
CN1C(=O)CSc2ccc(NC(=O)N3CCC(N4CCCCC4)CC3)cc21	-9	2	0.2	5	9	-2	3	2.2	-10	4
O=C(C1CCCN(S(=O)(=O)c2cccc3nsnc23)C1)N1CCc2ccccc21 (stereo not drawn)	10	-1	0.1	1	1	-10	-4	-1.1	0	-5
CN1CCCN(S(=O)(=O)c2ccc3c(c2)OCCO3)CC1	4	1	0.2	2	10	2	6	-0.2	1	-7
CN1CCN(C(=O)c2cnn3c(C(F)F)cc(C4CC4)nc23)CC1	-12	-3	0.3	-3	-18	3	10	3.1	6	-1
COc1ccc(-c2cc(-c3ccccc3)c(C#N)c(=S)[nH]2)cc1	13	11	-0.4	1	-20	2	1	2.5	-18	0
Brc1ccc(C2=Nc3ccccc3C(c3ccncc3)=NN2)cc1	7	1	-0.3	-4	3	10	-4	1.1	-15	-1
COc1ccc(S(=O)(=O)N(C)c2c(C)n(C)n(-c3ccccc3)c2=O)cc1OC	9	2	0.0	5	-10	6	2	0.6	-4	-1

Seven compounds picked at random from the list so far, as already listed:
SMILES	ARFGAP1 inh	rCAG binder	KLK7 zymogen act	NPR1 activator	ADAM10 inh	sPLA2-III inh	NPR2 activator	FXN GAA850 act	ASAP1 GAP inh	DDE Tn6 FP inh
COc1ccc(-c2cc(-c3ccccc3)c(C#N)c(=S)[nH]2)cc1	13	11	-0.4	1	-20	2	1	2.5	-18	0
COc1cccc(NC(=O)Cn2c(=O)oc3ccccc32)c1	-1	-2	-0.8	0	-7	-3	-4	-1.5	3	1
CN1CCCN(S(=O)(=O)c2ccc3c(c2)OCCO3)CC1	4	1	0.2	2	10	2	6	-0.2	1	-7
CN1C(=O)CSc2ccc(NC(=O)N3CCC(N4CCCCC4)CC3)cc21	-9	2	0.2	5	9	-2	3	2.2	-10	4
Brc1ccc(C2=Nc3ccccc3C(c3ccncc3)=NN2)cc1	7	1	-0.3	-4	3	10	-4	1.1	-15	-1
COc1ccc(S(=O)(=O)N(C)c2c(C)n(C)n(-c3ccccc3)c2=O)cc1OC	9	2	0.0	5	-10	6	2	0.6	-4	-1
O=C(NCc1ccco1)/C(=C\c1cccs1)NC(=O)c1ccccc1	6	4	0.1	-2	-11	5	-1	0.1	6	-1

Next part
SMILES	ARFGAP1 inh	rCAG binder	KLK7 zymogen act	NPR1 activator	ADAM10 inh	sPLA2-III inh	NPR2 activator	FXN GAA850 act	ASAP1 GAP inh	DDE Tn6 FP inh
CC[C@]12c3[nH]c4ccc(OC)cc4c3CCN1C(=O)C(CC(=O)NCc1ccco1)C[C@@H]2C(=O)N1CCN(C(=O)c2ccco2)CC1 (stereo partly drawn)	-10	2	-0.6	3	-16	7	3	0.1	-1	10
O=C(COC(=O)c1ccco1)NCc1ccccc1Cl	11	-1	0.4	2	7	4	-2	-0.1	-2	-7
Oc1cccc(/C=N/N2CCCCC2)c1O	9	8	0.0	-1	1	1	5	3.1	17	1
COc1cccc(N/C(SCc2ccccc2F)=C(/C#N)C(=O)NCc2cccs2)c1	4	5	-0.9	4	12	-19	0	0.0	2	4
Cc1cccc(N2CCN(CC(=O)N(C3CCCC3)C3CCS(=O)(=O)C3)CC2)c1C (stereo not drawn)	12	-3	0.5	-4	-12	1	0	-0.9	5	2
O=C(CNC(=O)Cc1cccc2ccccc12)NCc1ccc(F)cc1	9	0	0.0	1	-2	-4	-1	0.6	-7	3
COc1ccccc1N1CCN(CC(=O)Nc2cccc(F)c2)CC1	-9	-10	0.1	0	-4	-2	3	-0.5	-5	2
CCn1c(Cc2ccccc2)nnc1SCC(=O)Nc1ccc2c(c1)OCCO2	-8	-5	-0.4	0	3	-7	-1	-0.5	7	3
COCCNC(=O)C1(C)CCN(C(=O)COc2ccc(Cl)cc2Cl)C1 (stereo not drawn)	11	-3	0.2	5	-7	7	-7	-0.8	-4	-1
Cc1cc(C)cc(N2Cc3ccccc3C2)c1	-6	2	0.0	2	2	-1	9	0.1	-5	0
CC(C)C(=O)NNc1nc2ccccc2s1	5	-6	-0.1	4	4	11	-1	7.2	6	1
Cn1c2c(c(=O)n(C)c1=O)C(c1ccccc1Cl)CC(=O)N2 (stereo not drawn)	-19	2	-0.4	4	9	9	-2	1.6	-12	0

Exported with values under each structure: part of the list above.
Results follow in this order: ARFGAP1 inh | rCAG binder | KLK7 zymogen act | NPR1 activator | ADAM10 inh | sPLA2-III inh | NPR2 activator | FXN GAA850 act | ASAP1 GAP inh | DDE Tn6 FP inh
COCCNC(=O)C1(C)CCN(C(=O)COc2ccc(Cl)cc2Cl)C1 (stereo not drawn)
 : 11 | -3 | 0.2 | 5 | -7 | 7 | -7 | -0.8 | -4 | -1
Cc1cc(C)cc(N2Cc3ccccc3C2)c1
 : -6 | 2 | 0.0 | 2 | 2 | -1 | 9 | 0.1 | -5 | 0

Carrying on:
SMILES	ARFGAP1 inh	rCAG binder	KLK7 zymogen act	NPR1 activator	ADAM10 inh	sPLA2-III inh	NPR2 activator	FXN GAA850 act	ASAP1 GAP inh	DDE Tn6 FP inh
Cc1cc(C)n(CC(O)Cn2ccc3ccccc32)n1 (stereo not drawn)	-4	-1	-0.4	1	7	-3	1	3.5	10	-3
O=S(=O)(NCc1ccccc1)c1cccc2nsnc12	11	-2	-0.7	1	-14	6	0	-0.3	5	1
CCOc1cc(CCNC(=O)c2cc(-c3ccccc3)c(N3CCOCC3)s2)ccc1OC	x	11	0.1	5	-17	14	-3	x	x	-6
c1cncc(CNc2ncnc3ccc(-c4ccc5c(c4)OCCO5)cc23)c1	8	2	-0.5	0	-52	-3	-1	0.9	1	-4
COc1cc(C(=O)C(O)c2ccc(O)c(OC)c2)ccc1O (stereo not drawn)	-8	0	0.1	-5	-11	4	4	-0.3	1	5
CSc1cccc(NC(=S)N(Cc2ccccc2)Cc2ccccn2)c1	11	0	0.4	-5	1	-3	-2	0.7	8	-2
COCCN1CCCC(CNCc2cn(C)nc2-c2ccc(Oc3ccccc3)cc2)C1 (stereo not drawn)	5	-8	0.6	2	7	-15	-1	-0.7	-6	2
Cc1cc2nc(CCN(C(=S)NCC(C)C)C3CCCC3)[nH]c2cc1C	-2	-2	0.1	-3	-1	-9	-3	-3.2	8	-1
Cc1cc(C)c(S(=O)(=O)N(C)CC(=O)NCCN2CCOCC2)c(C)c1	-7	3	-0.3	-1	9	0	-1	0.6	-6	-1
Cc1[nH]c2ccccc2c1C(c1ccccn1)N1CCC(C)CC1 (stereo not drawn)	0	-3	0.1	-29	-4	1	-17	2.0	-6	-10
CN(C)CCCNc1ncnc2sc(-c3ccccc3)cc12	7	5	0.3	-27	-113	-7	-26	2.5	0	2
Cc1ccc(N2C(=O)[C@@H]3C(c4cccnc4)=NO[C@@H]3C2=O)cc1	2	10	0.1	-5	5	1	-2	2.6	11	-7
CCNC(=S)N(Cc1ccc2c(c1)OCO2)C1CC(=O)N(c2ccc(OC)cc2)C1=O (stereo not drawn)	-1	0	0.1	-4	8	-48	0	0.1	3	3
CCCCn1c(O)c2n(c1=O)Cc1ccccc1N=C2c1ccc(C)cc1	5	0	0.3	2	1	-4	5	x	8	4
Cc1ccc(NC(=O)CO/N=C/c2ccccc2C)c(C)c1	2	-4	0.0	4	2	-7	6	-0.2	-4	-1
C/C(=N/OC(=O)c1ccc(C)cc1)c1cccs1	2	-3	-0.9	1	6	5	1	-0.3	-6	3
CC(C)Oc1ccc(CNC(=O)CCC(=O)N2CCSc3ccccc32)cc1	-6	-1	-0.1	-1	-1	-9	0	1.1	-8	1
O=C(CNS(=O)(=O)c1cccc(Cl)c1)Nc1ccc(-c2nc3ccccc3s2)cc1	-2	17	-42	-1	i	-21	-2	4.5	11	1
CCCCc1nnc(NC(=O)CSc2nc(O)c(-c3ccccc3)c(=O)[nH]2)s1	6	9	0.3	1	4	3	0	1.9	-4	-3
COc1ccc(NC(=O)CSc2nc3c(c(=O)[nH]2)CCC3)cc1OC	12	-1	0.2	0	-6	6	-3	1.3	13	0
Cn1cc(/C=N/NC(=O)c2cc3cc(Br)ccc3o2)c2ccccc21	-3	8	-0.2	13	-1	19	1	-0.1	1	-5

Screening data as filed in PubChem BioAssay.
